AmpC detergent – AmpC beta-lactamase inhibition with detergent present; P00811; AmpC hydrolysis of nitrocefin, absorbance 480 nm, 0.01% Triton; Potency, µM (highest dose often 114 µM), without a hit: at the top dose activity change, negative = inhibition, usual class: inhibitors; 370,000 tested, 0.041% active; AID 485294;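 also: potency is read from the fitted curve at half-maximal effect; 0% = no-compound wells and -100% = no-enzyme wells; nearly all actives have a fitted effect of over 25% in size; some results filed as inactive show a strong effect at the top dose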
Target sequence (P00811 whole entry, looked up): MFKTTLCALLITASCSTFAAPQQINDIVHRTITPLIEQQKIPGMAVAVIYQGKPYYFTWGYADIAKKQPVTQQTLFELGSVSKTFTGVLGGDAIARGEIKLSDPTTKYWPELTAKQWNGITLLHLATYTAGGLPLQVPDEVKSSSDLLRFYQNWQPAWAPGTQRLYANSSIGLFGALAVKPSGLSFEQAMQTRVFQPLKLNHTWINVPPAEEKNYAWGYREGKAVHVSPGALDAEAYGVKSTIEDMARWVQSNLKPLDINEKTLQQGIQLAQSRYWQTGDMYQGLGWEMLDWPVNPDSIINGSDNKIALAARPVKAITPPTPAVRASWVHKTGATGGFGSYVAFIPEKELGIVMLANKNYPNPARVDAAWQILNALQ
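20 mM phosphate pH 7.0 + 0.01% (detergent screen) or 0.0001% Triton X-100; 5.3 nM AmpC reagent; cpd preinc 15 min RT; nitrocefin (800 uM stock) to start; A480 q20 s × 4 min; Activity was normalised to no-enzyme and no-compound control wells.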
HCV inh – blocks hepatitis C virus; Potency, µM (highest dose often 41.8 µM), inactives show at the top dose activity change, negative = inhibition, actives largely listed as inhibitors; 340,000 tested, 3.4% active; Huh7.5.1 HCVcc-Cre infection, luciferase reporter, 44 h; AID 651820; also: potency is read from the fitted curve at half-maximal effect
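After 44 h co-culture of compound, cells and HCVcc-Cre (~0.5 moi), substrate is added for 15 min at room temperature and luciferase measured over 15 sec. Cells were seeded at 1,000/well and pre-cultured 4 h.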
Sm TGR inh – S. mansoni TGR enzyme inhibition; Q962Y6; purified TGR, DTNB reduction, TNB absorbance 405 nm; Potency, µM (highest dose often 114 µM), for inactives: at the highest dose activity change, negative = inhibition, hits mostly inhibitors; 360,000 tested, 3% active; AID 485364; also: potency is read from the fitted curve at half-maximal effect; nearly all actives have a fitted effect of over 60% in size
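TGR 20 nM + NADPH 100 uM (dispensed conc.), cpd preinc 15 min RT; start with NADPH (500 uM addition) then DTNB (15 mM addition). Kinetic TNB absorbance, 405 nm filter. Four-parameter Hill fit across titration.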
AmpC inh no detg – AmpC beta-lactamase inhibition without detergent | AmpC nitrocefin hydrolysis, absorbance 480 nm, 0.0001% Triton | Potency, µM (doses to about 57.1 µM), without a hit: at the top dose activity change, negative = inhibition, actives largely listed as inhibitors | P00811 | AID 485341 | 330,000 tested, 0.52% active;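 also: potency is read from the fitted curve at half-maximal effect; plate controls were no compound for no effect and no enzyme for full effect; nearly all actives have a fitted effect of over 20% in size; some results filed as inactive show a strong effect at the top dose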
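20 mM phosphate pH 7.0 + 0.01% (detergent screen) or 0.0001% Triton X-100; 5.3 nM AmpC reagent; cpd preinc 15 min RT; nitrocefin (800 uM stock) to start; A480 q20 s × 4 min; Activity was normalised to no-enzyme and no-compound control wells.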
HCMV inh – inhibitors of human cytomegalovirus; activity change, negative = inhibition, % at 57.5 µM; HFF cells, HCMV-luciferase reporter, 72 h; stronger effect = lower value; 410,000 tested, 4.5% active; in the data active = activity change below about -60%; inconclusive = no clear call, values can overlap the other calls; inactive = above about -39%
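Screen run at 2 compound doses on HFFs infected with reporter HCMV, MOI 1 PFU/cell. Luciferase activity from cell lysates at 72 h post infection gave inhibition relative to buffer-only and Salinomycin wells.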
FBPA Giardia inh – blocks Giardia fructose-bisphosphate aldolase activity; purified Giardia FBPA; Potency, µM (doses to about 59.6 µM), without a hit: at the highest dose activity, negative = inhibition, actives largely listed as inhibitors; 290,000 tested, 0.71% active; also: potency is read from the fitted curve at half-maximal effect; nearly all actives have a fitted effect of over 55% in size
Target sequence (A8B2U2 whole entry, looked up): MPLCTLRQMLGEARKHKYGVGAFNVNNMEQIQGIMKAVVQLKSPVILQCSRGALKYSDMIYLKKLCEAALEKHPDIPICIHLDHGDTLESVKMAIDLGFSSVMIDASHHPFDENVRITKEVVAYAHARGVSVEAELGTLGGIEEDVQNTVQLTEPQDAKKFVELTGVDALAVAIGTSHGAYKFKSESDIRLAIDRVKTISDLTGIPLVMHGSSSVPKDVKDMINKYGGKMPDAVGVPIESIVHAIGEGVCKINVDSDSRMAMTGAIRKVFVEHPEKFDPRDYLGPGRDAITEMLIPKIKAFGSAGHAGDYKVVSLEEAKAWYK
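Giardia FBPA (40 nM reagent) was preincubated 10 min at RT with compound (up to 57.5 uM final), then substrate plus GAPDH/TPI/NAD/arsenate coupling system with diaphorase/resazurin was added; resorufin fluorescence (525/598 nm) was read after 20 min.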
* hit, by the source's call; ? = inconclusive; . = not tested or not shown; & = joins results of further samples; [ ] = another dose, or the depositor's remark. Unless noted, calls follow the shape of the dose curve; as a rule, active = well fitted curve in the direction sought with a large enough effect; inconclusive = small, poorly fitted or top-dose-only effect, or another doubt; inactive = no such curve, though single readings can be large; an effect the other way counts as inactive or inconclusive. Unless noted, % is scaled to controls: 0 for no effect and ±100 for the full control effect.

SMILES	AmpC detergent	HCV inh	Sm TGR inh	AmpC inh no detg	HCMV inh	FBPA Giardia inh
CCCn1c(=O)c2ccccc2n2c(SCc3nnc(-c4ccccc4Br)o3)nnc12	-9.2%	-13.5%	-3.1%	-0.8%	2.8	8.9%
CC(=O)c1cc(OC(=O)N2CCOCC2)ccc1OC(=O)N1CCOCC1	-18.9%	17.5%	-0.4%	17.3%	75.5	-3.1%
O=C1CC(c2ccco2)CC(O)=C1C=Nc1ccc(Br)cc1 (configuration not stated)	1.6%	-3.9%	?	-10.4%	6.0	0.3%
Clc1ccc(/C=N/Nc2nnc(Cl)c3ccccc23)cc1	?	7.1%	-0.2%	-11.0%	118.8	0.1%
CCN(CC)C(=O)c1ccc(NC(=O)c2cccc(S(=O)(=O)N3CCN(Cc4ccccc4)CC3)c2)cc1	?	6.31µM*	-0.2%	161.2%[activator]	-77.9*	.
NC(=O)N/N=C/c1cn(CC(=O)Nc2ccc(F)cc2)c2ccccc12	-7.9%	9.9%	0.6%	-31.6%	-3.4	-1.8%
CC(C)C(=O)N1N=C2CCCCC2C1(O)C(F)(F)F (configuration not stated)	-0.9%	3.9%	5.3%	-5.5%	-21.9	8.0%
Cc1ccc(S(=O)(=O)NCC(=O)Nc2cccnc2)cc1C	.	-7.1%	.	-13.6%	3.5	.
COc1ccc(CCNC(=O)c2ccc(OCC(=O)N3CCOCC3)c(OC)c2)cc1	-13.5%	34.7%[activator]	3.3%	-17.5%	4.0	.
Cc1snc(SCc2c(F)cccc2Cl)c1C#N	-7.1%	13.3%	8.4%	-22.8%	.	11.5%
O=S(=O)(NCCN1CCOCC1)c1ccc2c(c1)OCCO2	2.5%	10.6%	-2.4%	-8.2%	?	6.5%
COCCCNC(=O)c1cc(=O)n(Cc2ccc(Cl)cc2)c2ccccc12	2.2%	?	5.4%	175.1%[activator]	-1.9	-0.6%
CN(CCO)c1nc(N)c2c(N)nc3c(c2c1C#N)CC(=O)N3Cc1cccs1	-0.1%	?	4.0%	41.7%	-10.5	-25.1%
COc1ccc(F)cc1S(=O)(=O)N1CCN(c2ccccn2)CC1	-1.7%	-10.1%	22.3%	5.3%	17.7	4.2%
Nc1ncnc2c1ncn2[C@@H]1O[C@H](CNS(=O)(=O)c2cc3ccccc3s2)[C@@H](O)[C@H]1O	.	-4.9%	.	-53.3%	-1.4	.
O=C(CNc1cccc2ccccc12)N/N=C/c1ccc(C(=O)O)cc1	?	-3.2%	-12.9%	-25.4%	56.7	-19.6%
Cc1nn(-c2ccccc2)c2sc(C(=O)n3cccn3)cc12	?	-9.4%	-1.5%	-13.0%	25.0	-1.5%
Cc1c(NC(=S)NC(=O)c2ccco2)c(=O)n(-c2ccccc2)n1C	?	6.7%	-1.7%	-24.2%	1.9	-10.6%
O=C1CN=C(Nc2ccccc2Cl)N1Cc1ccc2c(c1)OCO2	2.7%	24.1%	0.6%	-11.6%	66.6	-7.9%
CN(C(=O)COC(=O)c1cc(S(=O)(=O)N2CCCCC2)ccc1Cl)c1ccccc1	?	-29.5%	1.2%	0.2%	109.9	.
O=C(NCc1ccccc1Cl)c1cc2c(s1)-c1ccccc1SC2	2.0%	.	0.9%	.	-32.7	.
S=c1[nH]nc(-c2cccnc2)n1/N=C/c1cccs1	1.6%	1.8%	17.6%	-18.9%	4.6	-6.3%
CCCCN(C)C(=O)Cc1c(OC)ccc2cc(Br)ccc12	-7.1%	-25.7%	-5.1%	37.2%	-32.1	-8.9%
N=C1C(c2nc3ccccc3[nH]2)=C(O)CN1c1ccc(CC(=O)O)cc1	-1.5%	12.0%	10.7%	-28.7%	64.2	-2.9%
COc1cccc(-n2nc(C(C)=O)c(C#N)c2-c2ccco2)c1	?	-6.4%	0.3%	-2.6%	?	0.5%
Cn1c(=O)oc2cc(S(=O)(=O)N3CCC(C(=O)NCc4ccccc4Cl)CC3)ccc21	-6.3%&-15.3%	-4.0%	1.1%&-6.2%	-12.2%	-33.1&-5.4	11.6%
CN(c1cccc(NC(=O)CN(c2ccc(F)cc2)S(C)(=O)=O)c1)S(C)(=O)=O	5.0%	26.1%	34.6%	-1.9%	-2.3	2.1%
COc1ccc(/C=C(\NC(=O)c2ccccc2Cl)C(=O)NCCCC(=O)O)cc1	-8.1%	14.9%	.	-16.3%	4.1	8.5%
CCCCn1cnc2c(=S)nc(N)[nH]c21	3.0%	-3.5%	-4.6%	-6.3%	?	7.06µM*
COc1cccc(NC(=O)Cn2c(=O)n(CCCC(=O)NCc3ccco3)c(=O)c3ccccc32)c1	-1.6%	1.1%&12.0%	6.5%	-26.3%	31.0	3.5%
Cc1ccc2nsnc2c1S(=O)(=O)N1CCN(C)CC1	3.3%	4.3%	-9.6%	-2.8%	4.7	12.6%
CC(C)[C@@H]1CC[C@@H](C)c2c(-c3ccccc3)n[nH]c21	-3.3%	-4.9%	-0.7%	-30.5%	?	-2.4%
CN1C(C(=O)NCc2ccccc2)CC2Cn3c(nc4cc(Cl)c(Cl)cc43)C21 (configuration not stated)	-3.7%	-26.5%	2.7%	67.1%[activator]	22.9	7.1%
COCC(=O)Nc1cccc(-c2ccc3nncn3n2)c1	-0.9%	7.6%	6.8%	-8.2%	-9.5	-1.8%
COc1ccc(NS(=O)(=O)c2ccc3c(c2)CCO3)cc1	2.4%	?	14.0%	-30.1%	-19.1	6.9%
COc1cccc(CNC(=O)CSc2ccc(-c3ccco3)nn2)c1	-3.7%	0.6%	8.91µM*	-30.5%	-15.6	-3.7%
COC(=O)COc1ccc2occ(C(C)=O)c2c1	-9.1%	19.4%	-0.1%	2.3%	76.6	-3.5%
CC(/C=C/c1ccco1)=N\NC(=O)CNc1cccc(C)c1	3.8%	19.9%	-15.0%	-51.7%	-60.7*	-8.3%
O=C(O)c1ccc(NC(=S)NC(=O)c2ccc(-c3ccc(Br)cc3)o2)cc1	-4.2%	19.7%	31.6µM*	-36.5%	17.7	?
CC(C)(C)c1ccc(-c2n[nH]c(=S)n2CC2CCCO2)cc1 (configuration not stated)	0.9%	22.2%	-4.5%	-19.4%	-24.5	5.4%
O=C1C2C3C=CC([C@@H]2C(=O)N1c1nccs1)C31CC1 (some centres not stated)	0.2%	17.4%	?	-8.1%	-22.5	0.4%
O=C(NCc1ccc(F)cc1)C1CCCN1C(=O)Nc1ccc(F)cc1 (configuration not stated)	-21.1%	6.2%	-8.5%	-9.2%	35.3	3.9%
CSC1=NC2(CCCCC2)C2=C(CCCC2)N1	-14.0%	-6.9%	-8.0%	8.6%	?	5.0%
Cc1ccc(NC(=O)c2cc(S(=O)(=O)N3CCCCC3)c[nH]2)cc1F	-14.9%&3.3%	9.7%	-0.7%&25.6%	-27.3%	?	-5.4%
CC(C)n1c(SCC(=O)N2CCCC2)nc2c1c(=O)n(C)c(=O)n2C	-8.4%	-3.6%	6.5%	-13.0%	-1.5	-0.6%
Cc1ccc(N(C)S(=O)(=O)c2cccc(C(=O)OCC(=O)N3CCCC(C)C3)c2)cc1 (configuration not stated)	-3.0%	?	15.2%	-10.3%	0.4	.
C[C@]12c3[nH]c4cc(-c5ccco5)ccc4c3CCN1C(=O)[C@@H](CC(=O)NCCc1ccccn1)C[C@@H]2C(=O)N1CCOCC1	.	5.4%	.	222.3%[activator]	9.5	.
Cc1nc2ccc(S(=O)(=O)NCC(=O)N3CCOCC3)cc2s1	-3.2%	13.8%	7.5%	0.9%	-14.5	4.5%
COc1ccc(S(=O)(=O)N2CCc3ccccc32)cc1C(=O)NCCc1ccccn1	-10.7%	21.3%	13.8%	215.8%[activator]	?	-4.8%
CC1CCCCC12NC(=O)N(Cn1nnc3ccccc3c1=O)C2=O (configuration not stated)	?	18.2%	1.3%	-13.8%	-5.9	-0.2%
CNCCOc1nc(N2CCOCC2)nc(C)c1[N+](=O)[O-]	-9.3%	-17.2%	-12.8%	-10.3%	43.1	6.5%
COc1ccccc1Oc1ccc(N2CC(C(=O)OCC(=O)c3ccc(F)cc3)CC2=O)cc1 (configuration not stated)	2.2%	16.3%	-1.4%	45.3%	-3.2	-15.4%
N/C(=N\OC(=O)c1csnn1)c1ccc(C(F)(F)F)cc1	-5.3%	-3.0%	3.1%	-15.1%	31.3	-0.4%
CCCCCCCCCOC(=O)C(CC(=O)O)N1CCOCC1 (configuration not stated)	-2.0%	2.1%	-15.6%	-5.3%	13.2	20.4%
COc1ccc(C(=O)Nc2ccccc2-c2nnn(CC(=O)Nc3ccc4c(c3)OCCO4)n2)cc1	0.9%	0.4%&-16.7%	6.7%	-16.3%	-62.9*	-5.1%
COc1ccc(C(=O)Nc2ccc(N3CCN(C(C)=O)CC3)cc2)cc1[N+](=O)[O-]	-0.6%	.	3.3%	-6.6%	14.6	-2.9%
CCCC/C(O)=N\S(=O)(=O)c1ccc(N=NN(C)C)cc1	-15.1%	15.1%	0.2%	-5.4%	-11.4	3.0%
CC(C)CC(=O)Nc1cc([N+](=O)[O-])ccc1Cl	?	-4.4%	9.6%	-13.5%	-24.6	4.3%
Cc1[nH]c2ccccc2c1CCNCc1cccnc1	2.2%	-12.2%	0.6%	-7.4%	0.0	?
CCC(CC)NC(=O)COC(=O)c1cc(SC)ccc1Cl	-3.1%	12.6%	6.5%	-4.5%	4.1	2.6%
New compounds follow.
SMILES	AmpC detergent	HCV inh	Sm TGR inh	AmpC inh no detg	HCMV inh	FBPA Giardia inh
CCc1ccc(C(c2ccccc2)c2c(C)[nH]c3ccccc23)s1 (configuration not stated)	2.2%	.	-18.7%	.	-62.0*	.
C[C@@H](NC(=O)c1[nH]cnc1C(=O)Nc1ccc(Cl)cc1)c1ccccc1	0.4%	?	2.0%	-8.6%	-70.5*	.
CCOC(=O)C1=C(CC)Nc2ccccc2N/C1=N\S(=O)(=O)c1ccc(C(=O)OCC)cc1	-6.7%	11.8%	14.1%	-31.0%	-24.2	21.0%
Nc1nnc2c(n1)[nH]c1ccccc12	2.3%	.	-1.0%	.	-6.1	.
COc1cc(C(C)=O)ccc1Oc1ncccn1	2.0%	29.1%	3.3%	0.7%	6.0	.
CCCC(=O)Nc1ccc2c(c1)COC2=O	1.0%	9.4%	0.0%	-18.1%	17.9	0.2%

Structures above with a COOH group, in the order listed:
SMILES	AmpC detergent	HCV inh	Sm TGR inh	AmpC inh no detg	HCMV inh	FBPA Giardia inh
O=C(CNc1cccc2ccccc12)N/N=C/c1ccc(C(=O)O)cc1	?	-3.2%	-12.9%	-25.4%	56.7	-19.6%
N=C1C(c2nc3ccccc3[nH]2)=C(O)CN1c1ccc(CC(=O)O)cc1	-1.5%	12.0%	10.7%	-28.7%	64.2	-2.9%
COc1ccc(/C=C(\NC(=O)c2ccccc2Cl)C(=O)NCCCC(=O)O)cc1	-8.1%	14.9%	.	-16.3%	4.1	8.5%
O=C(O)c1ccc(NC(=S)NC(=O)c2ccc(-c3ccc(Br)cc3)o2)cc1	-4.2%	19.7%	31.6µM*	-36.5%	17.7	?
CCCCCCCCCOC(=O)C(CC(=O)O)N1CCOCC1 (configuration not stated)	-2.0%	2.1%	-15.6%	-5.3%	13.2	20.4%

Compound activity from PubChem BioAssay.
